PP1 counter = counter-screen for PP5 inhibitors: inhibitors of human PP1-alpha. P62136. purified PP1alpha, OMFP fluorescence. inhibition, % at 6.7 µM. 0.9% of 320,000 active. AID 2235;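 active means inhibition above the mean inhibition of all tested compounds plus 3 SD, computed separately for each screening campaign, cut at about 15% in these data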
Target sequence (P62136 whole entry, looked up): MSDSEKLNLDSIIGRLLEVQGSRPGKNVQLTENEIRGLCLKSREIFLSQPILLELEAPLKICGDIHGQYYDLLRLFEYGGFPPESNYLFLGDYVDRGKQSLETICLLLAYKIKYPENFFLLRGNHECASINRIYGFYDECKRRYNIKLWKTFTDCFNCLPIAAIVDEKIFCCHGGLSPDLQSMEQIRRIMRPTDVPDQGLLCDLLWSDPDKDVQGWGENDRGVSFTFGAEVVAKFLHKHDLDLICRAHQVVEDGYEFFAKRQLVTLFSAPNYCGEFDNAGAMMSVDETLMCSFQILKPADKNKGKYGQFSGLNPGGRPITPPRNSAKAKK
PREPL inh = inhibitors of human prolyl oligopeptidase-like enzyme PREPL; inhibition, % at 5.96 µM; Q4J6C6; recombinant PREPL, fluorescence polarization activity-based probe; 0.68% of 320,000 active; in the data active means inhibition above about 43%;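 further: 0% = enzyme with DMSO and 100% = wells lacking enzyme; many of its hits are not listed in these tables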
ZTA counter = counter-screen for EBNA-1 inhibitors: inhibitors of Epstein-Barr virus ZTA; AID 2234; inhibition, % at 11 µM; 0.15% of 320,000 active; ZTA-DNA binding, fluorescence polarization; P03206; in the data active means inhibition above about 33%
Target sequence (P03206 whole entry, looked up): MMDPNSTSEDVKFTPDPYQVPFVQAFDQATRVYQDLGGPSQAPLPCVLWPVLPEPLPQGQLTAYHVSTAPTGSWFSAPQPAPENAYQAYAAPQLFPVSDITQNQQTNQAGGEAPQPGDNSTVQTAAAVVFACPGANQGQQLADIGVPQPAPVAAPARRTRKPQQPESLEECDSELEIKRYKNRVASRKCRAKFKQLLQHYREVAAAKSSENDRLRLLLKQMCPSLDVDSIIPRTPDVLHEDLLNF
Efflux pump mplx = antifungal efflux pump inhibition, Nile Red retention; 0.44% of 330,000 active; S. cerevisiae Candida pump triplex; inhibition, % at 10 µM; AID 485275;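 active means plate passing quality check with inhibition over a set limit, or well fluorescence over plate mean plus 4 SD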;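 further: Nile Red retained in pooled yeast measured as flow cytometry median fluorescence; 0% = buffer negative control and 100% = Enniatin B positive control; higher means more Nile Red kept so more efflux inhibition; some compounds called inactive have numbers as strong as hits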
TPT1 inh = blocks Candida albicans tRNA 2'-phosphotransferase; inhibition, % at 5 µM; AID 1962; 0.81% of 300,000 active; recombinant caTPT1, FP RNA substrate dephosphorylation;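 active means inhibition above the mean of all tested compounds plus 3 SD, set per screening campaign, cut at about 24% in these data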;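 further: plate controls were DMSO alone for no effect and ferristatin control at 100 nM for full effect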
CTSL1 counter = blocks F. hepatica cathepsin L1 in PFM18AAP counter-screen; AID 1906; inhibition, % at 5.96 µM; recombinant F. hepatica cathepsin L1, Z-Leu-Arg-MCA fluorescence; 0.49% of 300,000 active;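 active means inhibition above the mean of all tested compounds plus 3 SD, set per screening campaign, cut at about 17% in these data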;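 further: 0% = plate median of test compound wells and 100% = 1 µM Z-Phe-Ala-diazomethylketone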
core dimer inh = HCV core protein dimerization inhibition | TR-FRET GST/Flag-core106 dimerization, 1536-well | inhibition, % at 5 µM | 0.33% of 300,000 active | AID 1899;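 active means inhibition above the mean of all tested compounds plus 3 SD, set per screening campaign, cut at about 45% in these data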
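assay system = GST-tagged and Flag-tagged HCV core protein residues 1-106 | controls = unlabelled core106 and no-GST-core106 wells | incubation = compound-protein-antibody incubation 4 h at 22.5 °C | probe or stimulus = Eu donor and XL665 acceptor anti-tag antibodies | read-out = % inhibition based on acceptor/donor emission ratio | signal = TR-FRET 671 and 617 nm emission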
PP5 inh = inhibitors of human protein phosphatase 5 (PP5); 0.18% of 320,000 active; inhibition, % at 6.7 µM; P53041; purified PP5c, OMFP substrate fluorescence;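 active means inhibition above the campaign's mean inhibition across all tested compounds plus 3 SD, cut at about 9.5% in these data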;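 further: 0% = DMSO only and 100% = 100 µM cantharidin control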
Target sequence (P53041 whole entry, looked up): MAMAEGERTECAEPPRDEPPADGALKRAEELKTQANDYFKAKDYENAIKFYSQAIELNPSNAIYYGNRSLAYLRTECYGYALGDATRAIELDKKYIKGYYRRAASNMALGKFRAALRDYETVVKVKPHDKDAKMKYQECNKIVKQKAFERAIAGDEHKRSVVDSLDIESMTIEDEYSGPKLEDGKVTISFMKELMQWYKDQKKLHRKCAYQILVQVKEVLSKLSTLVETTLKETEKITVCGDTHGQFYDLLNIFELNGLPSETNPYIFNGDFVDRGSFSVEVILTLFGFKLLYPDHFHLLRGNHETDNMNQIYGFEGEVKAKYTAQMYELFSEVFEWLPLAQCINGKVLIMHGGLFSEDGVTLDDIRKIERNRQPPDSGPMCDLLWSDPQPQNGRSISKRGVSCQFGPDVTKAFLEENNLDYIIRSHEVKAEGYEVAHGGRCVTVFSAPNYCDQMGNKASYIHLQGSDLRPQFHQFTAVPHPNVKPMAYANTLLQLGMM
EBNA-1 inh = blocks EBNA-1 binding to DNA | EBNA-1 DNA binding, fluorescence polarization | inhibition, % at 14.8 µM | 0.34% of 300,000 active; in the data active means inhibition above about 28%
Active calls of the source: *; x = no result given. This is a subset. The share of hits here may be higher or lower than overall.

SMILES	PP1 counter	PREPL inh	ZTA counter	Efflux pump mplx	TPT1 inh	CTSL1 counter	core dimer inh	PP5 inh	EBNA-1 inh
CCCCS(=O)(=O)CC(COc1ccccc1)OC(=O)c1ccccc1 (centres undefined)	2.9	0.8	-16.7	0.1	-0.1	2.5	-2.4	-0.7	-5.6
COc1cccc(CNC(=O)c2cccnc2Sc2ccc(C)cc2C)c1	-1.3	-2.6	8.3	0.3	1.1	3.5	10.3	1.9	9.0
COc1ccc(NC(=O)COc2nc3ccccc3nc2N2CCOCC2)c(OC)c1	-1.1	-7.0	-9.0	0.1	-6.5	1.5	-2.4	2.9	-0.7
NC(=O)CC[C@H](NC(=O)c1ccc(F)cc1)C(=O)OCC(=O)Nc1c(F)c(F)c(F)c(F)c1F	1.1	6.7	-11.8	0.1	-2.2	-7.8	-10.5	-0.2	-1.9
O=C(NCc1ccccn1)c1ccc(CNS(=O)(=O)c2cccc(Cl)c2)cc1	-2.7	4.4	12.0	0.0	-6.3	0.7	7.4	-1.3	8.5
COc1ccc(CCNC(=O)CCNC(=O)c2ccc([N+](=O)[O-])cc2)cc1	-1.6	-1.3	0.2	0.2	-0.5	0.7	-2.8	1.6	-9.6
CCCNC(=O)c1onc(CSc2ccc(F)cc2)c1C(=O)NCC1CC1	0.3	-8.3	4.4	0.1	0.3	0.3	-4.3	3.2	-2.3
O=C(CS(=O)(=O)c1ccc2ccccc2c1)Nc1ccccc1Cl	-1.6	-52.8	-8.8	-0.4	-2.7	-1.5	-2.3	1.8	-8.6
COc1cccc(C(=O)NCCCNC(=O)c2cccnc2)c1	1.4	14.5	-12.0	0.0	-3.0	1.0	-12.0	0.0	-11.0
O=C(N/N=C/c1ccc(OC(F)F)cc1OC(F)F)NC1CCCCC1	4.3	-2.8	-5.6	-0.1	-6.6	3.3	3.1	6.3	-4.1
CCOc1ccccc1C(=O)NCCc1cnc[nH]1	-4.0	12.0	-15.1	0.1	-1.5	-2.5	0.0	1.5	-10.2
CCOC(=O)c1c(S(=O)(=O)N2CCCC(C(=O)Nc3ncccc3C)C2)c(C)n(C)c1C (centres undefined)	-3.1	-3.3	7.1	-0.1	0.1	-1.0	-3.8	-1.2	2.7
C/C(=N\NC(=S)NCc1ccccc1)c1ccccc1F	1.7	-28.5	-8.4	0.1	0.3	-0.3	4.2	4.5	-12.3
COc1ccc(/C=C(/NC(=O)c2ccccc2)C(=O)N/N=C/c2sccc2C)cc1	2.5	6.5	-4.5	0.1	0.9	0.3	14.8	2.2	9.3
CN(C)c1ccc(/C=N/n2c(COc3ccccc3)n[nH]c2=S)cc1	1.6	0.3	-11.7	0.2	-1.5	-1.8	-1.7	2.2	-6.1
Cc1ccc(-c2noc(CSc3nc(N)cc(N)n3)n2)cc1	1.2	-6.9	-2.1	-0.1	0.6	1.6	-3.1	3.2	-11.3
Cc1cc(N2CC(=O)N(CCc3ccccc3)C(=O)C2)n2ncnc2n1	1.5	-3.5	-9.2	-0.1	-2.1	5.0	-2.9	-0.5	-2.4
CN(c1ccccc1)S(=O)(=O)c1ccc(Cl)c(C(=O)NC2=NCCS2)c1	0.0	-2.7	-10.3	-0.1	1.9	-4.0	-3.7	-0.3	-8.9
O=C(Cc1cccc2ccccc12)Nc1ccccc1	-5.1	7.4	0.6	0.6	-0.1	-4.5	-3.3	2.1	-14.4
CCN(CC)CCNC(=O)C(=O)Nc1cc2c3c(c1)CCC(=O)N3CCC2	-2.8	20.5	-21.4	-0.2	-3.6	4.6	-10.8	0.3	-9.8

4 successive entries out of the list so far, quoted:
SMILES	PP1 counter	PREPL inh	ZTA counter	Efflux pump mplx	TPT1 inh	CTSL1 counter	core dimer inh	PP5 inh	EBNA-1 inh
CCCCS(=O)(=O)CC(COc1ccccc1)OC(=O)c1ccccc1 (centres undefined)	2.9	0.8	-16.7	0.1	-0.1	2.5	-2.4	-0.7	-5.6
COc1cccc(CNC(=O)c2cccnc2Sc2ccc(C)cc2C)c1	-1.3	-2.6	8.3	0.3	1.1	3.5	10.3	1.9	9.0
COc1ccc(NC(=O)COc2nc3ccccc3nc2N2CCOCC2)c(OC)c1	-1.1	-7.0	-9.0	0.1	-6.5	1.5	-2.4	2.9	-0.7
NC(=O)CC[C@H](NC(=O)c1ccc(F)cc1)C(=O)OCC(=O)Nc1c(F)c(F)c(F)c(F)c1F	1.1	6.7	-11.8	0.1	-2.2	-7.8	-10.5	-0.2	-1.9

The list goes on.
SMILES	PP1 counter	PREPL inh	ZTA counter	Efflux pump mplx	TPT1 inh	CTSL1 counter	core dimer inh	PP5 inh	EBNA-1 inh
O=C(CSc1ccccn1)Nc1ccc2c(c1)OCO2	-5.4	-0.2	0.2	0.1	-0.1	1.6	1.7	3.1	2.4
COCCCNC(=O)c1c(NC(=O)C2COc3ccccc3O2)sc2c1CCCC2 (centres undefined)	-2.7	1.8	1.3	0.0	2.2	5.9	3.1	-0.3	-0.7
CC1=NN(c2nc(C)cc(C)n2)C(=O)C1CCC(C)C (centres undefined)	-7.5	5.8	-3.1	0.0	-2.5	-3.6	-1.4	-0.9	-5.7
CCc1ccc(NC(=O)NCCN2CCCCC2)cc1	-0.2	12.9	-5.3	0.1	3.4	1.2	-3.4	0.8	-11.6
NC1=NC2(CCCCC2)N(c2ccc(F)cc2F)C(N)=N1	-1.1	17.1	-15.8	-0.1	0.3	-2.5	-6.6	3.3	1.3
O=P1(Nn2cnnc2)C=C(c2ccccc2)OC(c2ccccc2)=C1	-6.8	-4.5	5.4	0.0	-2.6	-1.7	-2.9	-1.4	8.1
CC(C)c1ccc(NC(=O)c2cc(S(=O)(=O)NCC3COc4ccccc4O3)ccc2F)cc1 (centres undefined)	-0.9	-7.8	-7.9	0.0	-5.5	-0.1	12.8	4.8	-3.7
CC(=O)c1ccc(S(=O)(=O)N(C)CCCC(=O)N(C)Cc2c(F)cccc2Cl)cc1	0.3	2.0	-0.7	-0.1	-0.1	3.7	3.9	2.4	1.9
CCOc1cc(CNc2cccc3[nH]c(C)nc23)ccc1OC	-3.6	-0.5	-2.8	0.1	-1.4	-1.5	-10.0	-0.5	-4.5
CN(CCCNS(=O)(=O)c1cccc2cccnc12)Cc1ccccc1	-0.6	-4.5	-3.2	0.0	-3.6	-0.3	-0.3	-0.2	11.1
CS(=O)(=O)c1ccc2nc(NC(=O)CN3CCN(Cc4ccccc4)CC3)sc2c1	-1.5	-7.8	-2.8	0.4	-0.7	-1.2	-4.4	2.4	-6.9
CCC1CCCCN1CCCNC(=O)c1ccc(CS(=O)(=O)Cc2ccccc2F)o1 (centres undefined)	-2.6	25.4	12.6	-0.3	-0.4	-0.7	-1.6	-1.0	-3.8
Nc1c(C(=O)NC2CCCC2)c2nc3ccccc3nc2n1/N=C/c1ccco1	-3.2	3.4	-6.5	-0.2	0.6	0.8	-1.5	-0.2	5.0
COCCCNC(=O)c1oc2ccc(S(=O)(=O)N3CCOCC3)cc2c1C	-5.8	-4.1	-9.2	-0.2	1.8	1.4	16.8	2.1	0.7
COc1ccccc1-c1nnc(SCC(=O)N2CCCC2)o1	-0.3	-8.4	7.9	-0.6	-0.3	2.3	-2.9	0.0	5.3
COc1cc2[nH]c(C(=O)N3CC(C)OC(C)C3)cc2c(OC)c1OC (centres undefined)	2.3	-8.7	2.7	0.1	-0.6	-0.9	-0.2	-0.1	7.6
C/C(=N\NC(=O)c1cccc([N+](=O)[O-])c1)c1ccncc1	-2.8	5.7	12.1	-0.1	-1.0	0.3	-4.1	-2.1	-1.7
CC(=O)c1ccc(N2CCN(C(=O)c3ccc4nc[nH]c4c3)CC2)cc1	-2.8	3.9	-10.4	0.1	-3.2	0.6	-7.4	2.0	-15.0
O=C(Nc1ccc(OC(F)(F)F)cc1)NC1CCC(Oc2ccc(C(=O)O)cc2)CC1 (centres undefined)	0.5	3.3	8.4	0.1	x	x	x	-0.2	x
COc1ccc(Nc2cc(C(=O)NCCCN3CCOCC3)c3ccccc3n2)cc1	1.2	7.2	1.0	-0.1	-1.1	3.5	-11.2	2.2	-5.7
Cc1ccc(SCC(=O)c2ccc[nH]2)cc1	1.1	5.3	-11.8	0.0	-4.1	1.0	-8.8	0.7	5.8
CCC(=O)Nc1nc(-c2ccccc2)ns1	-2.1	-0.1	5.7	0.4	-0.3	-1.7	-11.9	1.2	-9.0
Cc1cccc2sc(NC(=O)CSc3cn[nH]n3)nc12	-2.6	-5.8	1.5	-0.3	-1.9	8.3	0.0	-1.6	1.5
CCOC(=O)c1c(C)c(C(=O)N(C)C2CCCCC2)c(C)n1C	-4.1	6.4	2.3	-0.1	-1.8	0.2	1.0	0.4	1.6
CCCCSc1[nH]c(=O)c(C(=O)OCC)cc1C#N	1.7	2.8	-0.8	-0.1	0.1	0.9	4.2	-2.3	11.9
O=C(CCCn1c(SCC(=O)Nc2ccccc2Cl)nc2ccccc2c1=O)NCC1CCCO1 (centres undefined)	0.2	9.9	4.4	0.3	5.2	2.0	-8.5	0.5	-16.3
Cc1ccc2ccc(S(=O)(=O)NCc3ccccn3)cc2c1	2.1	-1.4	13.4	0.1	-1.9	-0.5	-5.3	-0.2	11.9
CC(C)Oc1ccc(C(=O)NC2CCN(Cc3ccccc3)CC2)cc1	-2.8	2.2	9.7	-0.1	0.5	4.6	2.2	0.2	-0.1
CCC(C)SCC(=O)Nc1ccc(S(=O)(=O)N2CCOCC2)cc1OC (centres undefined)	-2.1	7.7	13.8	0.5	-1.0	-1.6	2.9	4.5	-4.9
Cc1nc(-c2ccccc2)sc1-c1n[nH]c(=S)n1C	-1.8	6.8	-0.7	-0.1	4.2	4.2	2.1	5.7	-10.9
O=C(CCC(=O)Nc1ccc(F)cc1)N/N=C/c1cc([N+](=O)[O-])ccc1O	-1.7	6.0	-3.2	-0.3	4.1	5.2	-18.0	3.2	0.2
CCOc1ccccc1CN1C(=O)NC2(CCCCCC2)C1=O	0.6	13.2	2.5	0.6	-3.6	5.2	0.4	2.1	-9.7
O=C(c1cc2sccc2n1Cc1ccccc1)N1CCCc2ccccc21	2.4	2.1	-7.9	-0.1	-4.3	0.8	0.3	1.1	-8.2
Cc1nn(C(=O)CNS(=O)(=O)c2ccccc2)c(C)c1Sc1ccc(Cl)cc1	2.0	8.9	-8.8	0.3	5.1	-3.0	4.3	0.2	8.2
O=C(Cc1ccccn1)Nc1ccccc1	-0.3	-5.2	-6.6	0.1	-2.8	-0.1	-1.2	-0.8	-4.1
Cc1cc(C)cc(OCC(=O)OCC(=O)N(CC(C)C)c2c(N)n(Cc3ccccc3)c(=O)[nH]c2=O)c1	-2.3	-10.1	2.7	0.1	-0.7	-5.2	2.9	3.5	1.8
O=C(NNC(=O)c1ccccc1C(=O)O)c1cc2ccccc2o1	4.1	9.6	-13.3	0.0	-3.6	2.5	-11.5	1.8	6.1
Cc1cccc(NC(=O)CSc2nnc(Cn3cnc4ccccc43)o2)c1	-3.6	-9.0	-0.1	0.0	-2.6	-1.8	1.8	3.1	-10.7
COc1ccc(C=NCCC2(O)CC(C)N(C)CC2C)cc1 (centres undefined)	-3.1	1.8	6.1	0.0	-14.1	-0.8	-4.5	-0.2	0.6
COC(=O)c1ccc2c(=O)n(Cc3ccc4c(c3)OCO4)c(SCC(=O)N3CCCC3)nc2c1	-3.2	-0.8	6.2	0.0	0.6	-2.0	5.9	-0.4	3.3
CCOc1ccc(C(=O)C2CCN(CC(=O)Nc3ccccc3N3CCOCC3)CC2)cc1	6.3	18.0	-16.1	0.2	-0.2	-2.5	3.2	5.0	-6.3
C=CCNC(=O)CCCC(=O)NCC=C	-1.7	3.2	12.2	-0.1	-5.5	3.7	0.7	0.7	-2.6
O=c1[nH]c2cc3c(cc2cc1CN(CCCO)Cc1nnnn1Cc1ccc(F)cc1)OCO3	2.6	17.5	-6.4	0.2	-19.5	-3.0	5.6	1.4	-6.3
